KB-3-1 cytotox – KB-3-1 parental cell cytotoxicity; KB-3-1 viability, CellTiter-Glo ATP luminescence, 72 h; Potency, µM (doses to about 46.1 µM), for inactives: at the highest dose activity change, negative = cytotoxic, usual class: cytotoxic; 400,000 tested, 1.4% active; note: potency is the fitted concentration of half-maximal effect; % is set by controls: 0 for no effect and ±100 for the full control effect; nearly all actives have a fitted effect of over 60% in size
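Multi-concentration cytotoxicity screen in KB-3-1 cells grown in DMEM lacking phenol red with 10% FBS. After 72 h at 37 °C with compound, ATP-dependent luminescence was recorded.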
HEK293 tox – cytotoxicity counter-screen for GLP-1 receptor inverse agonists; Potency, µM (top dose mostly 38.3 µM), for inactives: top-dose activity change, negative = inhibition, hits mostly inhibitors; HEK293 cAMP-luciferase reporter cells, luminescence, 24 h; 410,000 tested, 0.13% active;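 note: loss of luciferase light is scored as toxicity; potency is the fitted concentration of half-maximal effect; % is set by controls: 0 for no effect and ±100 for the full control effect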
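Here, cytotoxicity is scored as loss of luminescence. The MLSMR collection was tested on cells seeded in medium containing 10% Nu serum, with a 24 hr compound exposure preceded by 12 hours of culture.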
DRD3 agonist – activates the human D3 dopamine receptor; P35462; D3R DiscoveRx beta-arrestin cells, luminescence, 90 min; max activation, %; 410,000 tested, 0.58% active; in the data active = max activation above about 30%; note: 0% is about no effect; mostly tested at two doses, the higher about 12 µM
Target sequence (P35462 whole entry, looked up): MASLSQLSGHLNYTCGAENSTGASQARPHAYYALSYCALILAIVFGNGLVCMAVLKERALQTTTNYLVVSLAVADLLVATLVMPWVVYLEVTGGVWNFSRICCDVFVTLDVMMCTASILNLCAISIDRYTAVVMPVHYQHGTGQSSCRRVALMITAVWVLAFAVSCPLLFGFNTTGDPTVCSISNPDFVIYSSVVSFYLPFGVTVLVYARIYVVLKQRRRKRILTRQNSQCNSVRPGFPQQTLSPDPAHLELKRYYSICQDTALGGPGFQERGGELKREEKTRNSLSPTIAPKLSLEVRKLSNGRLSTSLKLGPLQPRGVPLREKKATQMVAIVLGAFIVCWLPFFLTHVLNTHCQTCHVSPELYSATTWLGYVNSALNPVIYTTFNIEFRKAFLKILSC
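Cells at 1500/well, incubated overnight, then treated with pinned compounds (dopamine as control) for 90 min at 37 degrees C. DiscoveRx reagent added for 30 - 60 minutes at room temperature; luminescence read.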
IL1B secr inh – blocks inflammasome-driven IL-1 beta release; activity change, % at 57.5 µM; THP-1 LPS/ATP IL-1B secretion, AlphaLISA, 16 h; stronger effect = lower value; 360,000 tested, 4.7% active; in the data active = activity change below about -50%; inconclusive = mostly about -30% to -49%; note: % is set by controls: 0 for no effect and ±100 for the full control effect
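Secreted IL-1B measured by AlphaLISA bead assay after 16 h compound exposure of THP-1 cells; compounds (final up to 57.5 uM) added 1 h before LPS (250 ng/mL) and ATP (1.25 mM) stimulation; lower signal means less secretion.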
HT1080-NT tox – kills 2HG-producing HT-1080-NT fibrosarcoma cells. 360,000 tested, 1.6% active. Potency, µM (titrated, usually from 46.1 µM), without a hit: at the top dose activity, negative = less viability, most hits filed as cytotoxic. AID 686970. HT-1080-NT fibrosarcoma viability, CellTiter-Glo ATP luminescence, 48 h;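 note: NT is the 2HG producing partner of a matched IDH1 knockdown line; potency is the fitted concentration of half-maximal effect; 0% = DMSO-treated cells and -100% = media-only wells without cells; nearly all actives have a fitted effect of over 55% in size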
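Viability by CellTiter-Glo luminescence after 48 h compound exposure at 37C of HT-1080-NT cells (750/well, RPMI, 5% FBS). % activity scaled between DMSO wells and medium-only wells, then curve-fitted and categorized by curve class.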
KB-V1 cytotox – kills drug-selected multidrug resistant KB-V1 cells; KB-V1 MDR cells viability, CellTiter-Glo, 72 h; Potency, µM (titrated, usually from 46.1 µM), inactives show at the top dose activity change, negative = cytotoxicity, usual class: cytotoxic; 400,000 tested, 3.4% active; note: potency is the fitted concentration of half-maximal effect; % is set by controls: 0 for no effect and ±100 for the full control effect; nearly all actives have a fitted effect of over 60% in size
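Potencies derive from concentration-effect curves fitted to normalized luminescence (CellTiter-Glo) of KB-V1 cells treated for 72 h at 37 degrees C in phenol-red-free DMEM containing 10% FBS.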
MCF10A rereplic – DNA re-replication induction in MCF 10a cells; MCF 10A DNA re-replication, Hoechst nuclear intensity, 48 h; Potency, µM (series often up to 46.1 µM), inactives show top-dose activity, positive = re-replication, actives largely listed as activators; 350,000 tested, 2.9% active; AID 624296; note: potency is the fitted concentration of half-maximal effect; % of control where 0% means no effect; nearly all actives have a fitted effect of over 50% in size
SW480 rerep – DNA re-replication induction in SW480 cells | SW480 DNA re-replication, Hoechst DNA content imaging, 48 h | Potency, µM (doses to about 46.1 µM), inactives show at the top dose re-replication activation, actives largely listed as activators | 340,000 tested, 1.8% active; note: potency is the fitted concentration of half-maximal effect; % of control where 0% means no effect; nearly all actives have a fitted effect of over 55% in size
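Compounds, transferred as 23 nL by pin tool, were incubated with cells for 48 hr; DNA content per nucleus was then quantified by Hoechst staining and fluorescence plate imaging.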
HT1080 IDH1KD tx – HT-1080 IDH1 knockdown cell toxicity (counter line) | 360,000 tested, 2% active | AID 686971 | Potency, µM (top dose mostly 46.1 µM), inactives show top-dose activity, negative = toxicity, actives largely listed as cytotoxic | HT-1080 IDH1 knockdown viability, ATP luminescence, 48 h;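 note: potency is the fitted concentration of half-maximal effect; 0% = DMSO wells and -100% = cell-free medium wells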
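After a 2 h attachment period, IDH1KD HT-1080 cells took pin-transferred compound for 48 h at 37 °C; ATP-based luminescence after 10 min room-temperature reagent incubation reported viability.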
The depositor's hits bear a star; ? = inconclusive; · = not tested or not shown; & = joins results of further samples; [ ] = dose if it differs, or a comment. Unless noted, calls come from the whole dose curve; as a rule, active = well fitted curve in the direction sought with a large enough effect; inconclusive = small, poorly fitted or top-dose-only effect, or another doubt; inactive = no such curve, though single readings can be large; an effect the other way counts as inactive or inconclusive.

SMILES	KB-3-1 cytotox	HEK293 tox	DRD3 agonist	IL1B secr inh	HT1080-NT tox	KB-V1 cytotox	MCF10A rereplic	SW480 rerep	HT1080 IDH1KD tx
O=C(COC(=O)CC(c1ccccc1)c1ccccc1)NCc1ccccc1	?	-10%	-11	17	2%	-17%	-2%	-3%	-9%
CCc1nnc(NS(=O)(=O)c2ccccc2)s1	4%	-15%	8	23	-23%	0%	?	-12%[1.84 µM]	1%
CCc1nnc(NC(=O)CSc2nc3cc(OC)ccc3cc2C)s1	10%	16%[7.66 µM]	2	-7	-3%	-19%	26%	-3%	4%
CCCc1cnc(N2CCN(C(=O)c3ccccc3)CC2)nc1	-4%	-15%	2	-24	5%	1%	2%	-3%	11%
N#Cc1cccc2c1-c1ccccc1/C2=N/NC(N)=O	?	-3%	6	?	?	?	?	?	?
O=C(c1cccc(Cl)c1)N1CCCC(C(=O)N2CCCCCC2)C1 (stereo not given)	12%	1%	-3	-28	3%	?	7%	-14%	2%
COc1ccc(NC(=O)C2(C)CCCN(C(C)C)C2)cc1F (stereo not given)	0%	11%	6	-2	20%	9%	·	·	16%
O=[N+]([O-])c1ccccc1CS(=O)(=O)c1ccccc1	0%	5%	7	-3	-2%	0%	28%	-5%	-1%
CN(C)c1ccc(CN(C(=O)c2ccc(Cl)c([N+](=O)[O-])c2)C2CCS(=O)(=O)C2)cc1 (stereo not given)	8%	-14%	3	-75*	?	-2%	18%	-10%	?
O=C(/C=C/c1cccs1)NC(=S)Nc1ccc(S(=O)(=O)Nc2ccccc2C(F)(F)F)cc1	3%	-2%	-5	64	7%	20%	21%	-23%	2%
Cc1cc(N2CCc3ccccc32)n2ncnc2n1	?	1%	2	3	-2%	?	-181%[0.0737 µM]	-12%	2%
CCOC(=O)C1=C(C)OC(N)=C(C#N)C1c1cc(Cl)c(OCC(N)=O)c(OC)c1 (stereo not given)	12%	26%	1	20	-2%	9%	0%	-3%	1%
C[C@H](CO)N1C[C@H](C)[C@@H](CN(C)Cc2ccc(Oc3ccccc3)cc2)Oc2c(NC(=O)c3ccncc3)cccc2C1=O	0%	-7%	2	4	-23%	9%	23%	-10%	-21%
CC1(C(=O)NS(=O)(=O)c2cccc(F)c2)CCN1C(=O)CC1CCCCC1 (stereo not given)	0%	8%	30*	32	10%	7%	·	·	7%
CC(C)(C)OC(=O)N[C@@H](Cc1ccccc1)c1nnc(SCC(=O)O)o1	4%	7%	2	3	-1%	-12%	18%	-3%	1%
CCOc1ccc(-c2cc3nc(C4CCN(C(=O)OC(C)(C)C)CC4)c(C(=O)Nc4ccc(C)c(F)c4)cn3n2)cc1	0%	-10%	14	·	·	14%	·	·	·
Cc1cc(NC(=O)CCC(=O)N(CC(=O)NC2CCCC2)Cc2cccs2)no1	-8%	4%	-3	-7	13%	2%	-2%	5%	6%
CC(=O)Nc1ccc(Nc2nc(C)nc3c2nnn3Cc2ccccc2Cl)cc1	-18%	-15%	-20	-19	?	?	?	?	?
O=C(CCCC(=O)N1CCN(c2ccccc2F)CC1)c1ccccc1	-2%	-2%	0	21	5%	-7%	3%	-2%	11%
CC(=O)Nc1ccc(Nc2nc(C(F)(F)F)nc3c2nnn3Cc2ccccc2Cl)cc1	-1%	122%[activator]	21	-2	-29%	?	?	?	?
NS(=O)(=O)c1ccc(NC(=O)COC(=O)c2cc3ccccc3oc2=O)cc1	7%	10%	-10	1	20%	-10%	4%	1%	23%
O=C(c1cccs1)N(c1ccc(F)cc1)C1C=CS(=O)(=O)C1 (stereo not given)	6%	0%	-4	-1	7%	2%	3%	4%	0%
COc1ccc(C)cc1NC(=O)CNc1ccc(C(C)=O)cc1	?	-5%	-1	11	-6%	-3%	-3%	-3%	-12%
Cc1cccnc1CCNC(=O)CC1C(=O)NCCN1CC1CCCCC1 (stereo not given)	-14%	-3%	-8	-3	-4%	-7%	1%	5%	1%
O=C(CSc1nnc2ccc(-c3ccc(F)cc3)nn12)N1CCCC1	26%	2%	6	-15	1%	10%	2%	3%	8%
CC/C(=C/c1ccccc1)c1cccc2[nH]c3c(OC)cccc3c12	?	-10%	-18	4	?	?	21µM*	11%	?
CC1(C)CC(=O)C=C(C#CC2(O)CCCCC2)C1	23µM*	7%	3	-108*	5.2µM*	16µM*	·	·	13µM*
CCCCC(=O)N1CCc2cc(OC)c(OC)cc2C1COc1ccc(C(=O)OCC)cc1 (stereo not given)	-3%	-7%	3	·	·	?	·	·	·
COc1cc(C(=O)N2CCSCC2)ccc1OC1CCN(C(C)=O)CC1	-2%	-11%	-4	36	12%	4%	0%	-5%	7%
c1ccc(-c2ccccc2OCCN2CCCC2)cc1	-2%	7%	-23	?	-3%	13%	9%	1%	-1%
Cn1c(SCC(=O)Nc2nnc(-c3ccccc3)o2)nnc1C1CC1	3%	-2%	-1	11	8%	4%	0%	-1%	11%
Cc1cc(C)nc(SCc2nnc(SCC(=O)OC3CCCCC3)o2)n1	-1%	-16%	2	10	19%	16%	1%	-1%	12%
CCOc1cc(/C=C2/N=C(c3ccc4c(c3)OCO4)OC2=O)ccc1OC(C)=O	-2%	9%	2	-23	-3%	-12%	3%	-11%	0%
CCOc1ccccc1C1NC(=O)NC(C)=C1C(=O)OC1CCCC1C (stereo not given)	?	-7%	6	-3	0%	-17%	-8%	4%	-8%
CCn1ncc(Br)c1C(=O)Nc1ccccc1OC	13µM*	-4%	4	-9	-11%	12µM*	5%	0%	-6%
CCOC(=O)c1cc(S(=O)(=O)NCc2ccco2)cn1C	-8%	7%	-2	-7	-5%	-9%	-3%	-6%	-16%
CCc1ccccc1NC(=O)NNC(=O)CCc1ccccc1	-3%	-3%	-2	5	28%	?	3%	-23%	14%
CCCc1cc(=O)oc2cc(OCC(=O)NCCCn3ccnc3)c(Cl)cc12	0%	10%	6	?	5%	25%	?	11%	16%
COc1ccc(/C=N/NC(=O)c2ccc(Cl)c(S(N)(=O)=O)c2)cc1OCC(N)=O	-1%	·	-15	5	2%	6%	-7%	6%	-3%
CN1CCCN(C(=O)c2ccc(Cl)cc2)CC1	4%	11%	-8	10	17%	2%	-3%	?	22%
C/C=C/c1ccc(OCC(O)CN2CCCCCCC2)c(OC)c1 (stereo not given)	-4%	-7%	-14	-54*	-11%	?	?	8%	-8%
O=C(Nc1ccc(F)c(F)c1)c1ccc(F)c(S(=O)(=O)N2CCC3(CC2)OCCO3)c1	?	-11%&-15%	2&2	-60*	?	?	11%	?	?
CC(=O)Nc1ccc(CN2CCC2(C)C(=O)NC2CCN(Cc3ccccc3)CC2)cc1 (stereo not given)	9%	3%	-2	-10	5%	-7%	·	·	7%
CC1CCN(C(=O)Cn2nnc(-c3ccc(N)cc3)n2)CC1	-13%	-1%	-3	-15	-10%	-7%	10%	-93%[inhibitor]	-1%
O=S(=O)(c1ccc(F)cc1)N1CCN(CC(O)COCc2cccs2)CC1 (stereo not given)	5%	11%	0	0	0%	-4%	0%	-15%	2%
COc1ccc(OCC(O)CN2CCN(c3ccc(OC)cc3)CC2)cc1 (stereo not given)	-7%	-4%	-18	8	2%	-5%	4%	-24%	2%
O=C(C1CCC1)N1CCN(S(=O)(=O)c2ccc([N+](=O)[O-])cc2)CC1	-3%	0%	4	0	-2%	0%	2%	2%	0%
O=C1CSC(c2ccccc2)N1c1cccnc1 (stereo not given)	3%	2%	-6	12	5%	24%	2%	8%	18%
N#Cc1nc(-c2ccc(COc3ccc(Cl)cc3)o2)oc1N1CCCCC1	-1%	7%	-5	·	·	-18%	·	·	·
O=C1CCC(=O)N1c1ccc(S(=O)(=O)N2CCCC2)cc1	3%	0%	3	0	-11%	-3%	3%	-5%	-3%
O=C(C1=C[C@@H](c2ccc(C(F)(F)F)cc2)C[C@@H](OCCCCO)O1)N1CCCCCCC1	0%	-23%	-3	-19	1%	7%	?	?	9%
Cc1nc2ccccc2n1CC(=O)N/N=C\C=C\c1ccccc1	-9%	-29%	2	29	9%	21µM*	3%	-2%	-3%
O=C(/C=C/c1ccc(Cl)c([N+](=O)[O-])c1)Nc1ccc(NC(=O)c2ccco2)cc1	26%	-7%	4	-4	11%	-8%	15%	4%	11%
NNC(=O)c1ccc(CN2CCCCC2)o1	13%	8%	7	-4	1%	21%	3%	1%	1%
CC(C)NC(=O)C1CCN(C(=O)c2ccc(-c3ccccc3)cc2)CC1	-10%	4%	-7	-8	4%	0%	2%	2%	6%
O=C(Nn1c(C2CCCCC2)nc2ccccc2c1=O)c1ccc([N+](=O)[O-])cc1Cl	-1%	5%	-8	-4	?	-21%	?	-1%	-6%
COc1ccc(CCNC(=O)COC(=O)C2COc3ccccc3O2)cc1 (stereo not given)	-2%	-23%	1	1	4%	-5%	-2%	-1%	-1%
O=C(Nc1cnc(N2CCN(c3ccccc3)CC2)c(C(=O)O)c1)c1cccs1	5%	4%	7	·	·	?	·	·	·

4 records drawn at random from the list so far:
SMILES	KB-3-1 cytotox	HEK293 tox	DRD3 agonist	IL1B secr inh	HT1080-NT tox	KB-V1 cytotox	MCF10A rereplic	SW480 rerep	HT1080 IDH1KD tx
C/C=C/c1ccc(OCC(O)CN2CCCCCCC2)c(OC)c1 (stereo not given)	-4%	-7%	-14	-54*	-11%	?	?	8%	-8%
CC1CCN(C(=O)Cn2nnc(-c3ccc(N)cc3)n2)CC1	-13%	-1%	-3	-15	-10%	-7%	10%	-93%[inhibitor]	-1%
COc1ccc(OCC(O)CN2CCN(c3ccc(OC)cc3)CC2)cc1 (stereo not given)	-7%	-4%	-18	8	2%	-5%	4%	-24%	2%
O=C(Nn1c(C2CCCCC2)nc2ccccc2c1=O)c1ccc([N+](=O)[O-])cc1Cl	-1%	5%	-8	-4	?	-21%	?	-1%	-6%

This is a random part of the collection. Share with any hit: about 11%.
